# Screening results: PubChem BioAssay, National Center for Advancing Translational Sciences (NCATS)
# APE1 inh: blocks human APE1 abasic DNA cleavage; 350,000 tested, 0.35% active; Potency, µM (titrated, usually from 65.8 µM), for inactives: top-dose activity change, negative = inhibition, actives largely listed as inhibitors; recombinant APE1, TAMRA/BHQ-2 abasic DNA cleavage fluorescence; P27695;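 note: plate controls were vehicle for no effect and reference inhibitor for full effect; nearly all actives have a fitted effect of over 55% in size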
# Target sequence (P27695 whole entry, looked up): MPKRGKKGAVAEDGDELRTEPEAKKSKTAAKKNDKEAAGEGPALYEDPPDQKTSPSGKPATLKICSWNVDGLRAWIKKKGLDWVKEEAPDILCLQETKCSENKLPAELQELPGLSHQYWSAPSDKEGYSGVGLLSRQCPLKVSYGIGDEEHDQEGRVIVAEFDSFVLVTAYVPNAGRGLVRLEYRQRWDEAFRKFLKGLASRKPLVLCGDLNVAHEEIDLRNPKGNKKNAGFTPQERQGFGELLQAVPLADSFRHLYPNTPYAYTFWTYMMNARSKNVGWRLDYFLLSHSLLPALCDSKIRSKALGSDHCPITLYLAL
#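 Quantitative HTS: incision of a TAMRA/BHQ-2 double-stranded substrate bearing a tetrahydrofuran abasic site by 0.75 nM APE1 raises fluorescence. Substrate 50 nM final, added after 15 min compound preincubation at room temperature; progress as third-minus-first kinetic read difference.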
# G9a inh: G9a (human) methyltransferase inhibition; Q96KQ7; AID 504332; 350,000 tested, 8.8% active; G9a H3K9 monomethylation, AlphaScreen, 2 h; Potency, µM (series often up to 102 µM), for the others: at the top dose activity, negative = inhibition, hits mostly inhibitors; note: % is set by controls: 0 for no effect and ±100 for the full control effect; nearly all actives have a fitted effect of over 75% in size
# Target sequence (Q96KQ7 913-1193 limits assumed): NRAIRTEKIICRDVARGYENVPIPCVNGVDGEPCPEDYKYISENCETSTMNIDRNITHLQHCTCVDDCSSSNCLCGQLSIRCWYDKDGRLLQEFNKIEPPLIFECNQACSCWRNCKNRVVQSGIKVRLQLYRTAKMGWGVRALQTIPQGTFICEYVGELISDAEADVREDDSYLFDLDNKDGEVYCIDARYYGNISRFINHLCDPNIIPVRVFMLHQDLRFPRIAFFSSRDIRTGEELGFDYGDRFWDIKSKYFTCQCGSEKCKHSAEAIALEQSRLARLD
#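 Step 1: enzyme (final 20 nM) with compound, 15 min RT. Step 2: substrate peptide 500 nM and SAM 20 uM, 2 h RT. Step 3: anti-H3K9me1 antibody and AlphaScreen beads, 10 min, then plate read.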
# BLM inh: blocks DNA unwinding by human BLM helicase; P54132; recombinant BLM DNA unwinding, fluorescence dequenching; Potency, µM (series often up to 56.1 µM), inactives show top-dose activity change, negative = inhibition, actives largely listed as inhibitors; 350,000 tested, 0.2% active; AID 2528;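 note: plate controls were vehicle for no effect and no enzyme for full effect; nearly all actives have a fitted effect of over 35% in size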
# POLK inh: DNA polymerase kappa (human) inhibition; AID 588579; Q9UBT6; Potency, µM (titrated, usually from 107 µM), inactives show at the top dose activity, negative = inhibition, usual class: inhibitors; purified Pol kappa, fluorescent DNA synthesis assay, 10 min; 400,000 tested, 0.53% active; note: % is set by controls: 0 for no effect and ±100 for the full control effect
#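 Fluorescent qHTS in 1536-well format: enzyme (10 nM) and compound sat 15 min at room temperature before 50 nM substrate (final) was added. Signal taken at 0 and 10 min; no-enzyme buffer wells were negative controls.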
# Pol beta inh: blocks human DNA polymerase beta activity. 340,000 tested, 1.3% active. Pol beta primer extension/strand displacement, fluorescence kinetic. P06746. AID 485314. Potency, µM (top dose mostly 114 µM), for inactives: at the top dose activity change, negative = inhibition, hits mostly inhibitors; note: % is set by controls: 0 for no effect and ±100 for the full control effect
#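 10 nM enzyme + cpd, 15 min RT; start with substrate 50 nM final; read 0 min and after 10 min RT. Corrected, normalized data; 4-parameter Hill curve fit.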
# BAZ2B block: blocks human BAZ2B; Q9UIF8; AlphaScreen BAZ2B-H3K14Ac peptide displacement; Potency, µM (top dose mostly 114 µM), inactives show at the highest dose activity change, negative = inhibition, usual class: inhibitors; 360,000 tested, 4.4% active; AID 504333; note: % is set by controls: 0 for no effect and ±100 for the full control effect; nearly all actives have a fitted effect of over 60% in size
#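 BAZ2B 50 nM plus b-H3(5-23)K14Ac 50 nM, PBS pH 7.4/0.01% Tween-20, 30 min RT; compound added (max 110 uM), 30 min RT; streptavidin donor/Ni-chelate acceptor beads 10 ug/mL final, 20 min dark; AlphaScreen read.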
# JMJD2A Tudor: JMJD2A Tudor domain (human) inhibition; 390,000 tested, 4.4% active; AlphaScreen JMJD2A-Tudor / H3K4me3 peptide binding; Potency, µM (highest dose often 114 µM), for the others: at the highest dose activity change, negative = inhibition, most hits filed as inhibitors; O75164; note: % is set by controls: 0 for no effect and ±100 for the full control effect; nearly all actives have a fitted effect of over 50% in size
# POLH inh: DNA polymerase eta (human) inhibition; Q9Y253; recombinant Pol eta, fluorescent DNA replication assay; Potency, µM (top dose mostly 114 µM), for inactives: at the highest dose activity change, negative = inhibition, actives largely listed as inhibitors; 390,000 tested, 1.2% active; AID 588591; note: % is set by controls: 0 for no effect and ±100 for the full control effect
#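 Pol eta (10 nM) was preincubated with compounds for 15 min at room temperature, after which fluorescent replication substrate (50 nM final) was added to start the reaction. Fluorescence was read kinetically at 0 and 10 min.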
# POLI inh: inhibitors of human DNA polymerase iota | Q9UNA4 | 390,000 tested, 1% active | Potency, µM (doses to about 115 µM), without a hit: at the top dose activity, negative = inhibition, most hits filed as inhibitors | Pol iota fluorescent replication assay, 10 min | AID 588590
#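 Pol iota at 10 nM preincubated 15 min with compounds at room temperature; reaction started with fluorescent substrate, 50 nM final. Fluorescence read kinetically at 0 and 10 min; buffer-only wells as negative control.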
# * hit, by the source's call; ? = inconclusive; . = no result given; & = joins results of further samples; ! = repeats disagree; [ ] = remark or other dose. Calls come from the whole dose curve; as a rule, active = well fitted curve in the direction sought with a large enough effect; inconclusive = small, poorly fitted or top-dose-only effect, or another doubt; inactive = no such curve, though single readings can be large; an effect the other way counts as inactive or inconclusive. Potency is the fitted concentration of half-maximal effect. Only part of the results is shown; count on the stated rates, not on these rows.
SMILES,APE1 inh,G9a inh,BLM inh,POLK inh,Pol beta inh,BAZ2B block,JMJD2A Tudor,POLH inh,POLI inh
CCN(CC)c1ccc(NC(=O)CN2CCN(S(=O)(=O)c3cc(Cl)ccc3OC)CC2)cc1,6%,8.9µM*,-8%&-10%,-5%[60.1 µM],1%&1%,50µM*!,40µM*,-18%&-16%,7%&10%
Oc1ccc(Br)cc1C=Nc1ccc2c3c(cccc13)CC2,4%,?,-3%,-3%,0%,?,-29%,1%,4%
CCn1c(CNc2ccc(Cl)cc2)nnc1SCc1ccccc1,-2%,-1%[59 µM],-5%,-7%,-3%,-28%,-30%,-3%,12%
CCOC(=O)C(C(=O)OCC)N(C#N)c1nc(N(C)C)nc(N(C)C)n1,2%,34%,2%,-4%,12%,-11%,-6%,-5%,119%[activator]
CC(=O)c1ccc(S(=O)(=O)NCc2nnnn2-c2ccccc2)cc1,39%,-1%,-2%,-4%,-2%,-2%,-21%,?,1%
COc1ccccc1OCc1cc(C(=O)NCCN2CCCC(O)C2)no1 (stereo not given),-6%,.,-4%,-25%,23%,-4%,-14%,-13%,16%
COc1ccccc1OCCC(=O)Nc1cccc(S(=O)(=O)N2CCCCC2)c1,-3%,?,-3%,-19%,-11%,-11%,-33%,-20%,11%
Cc1ccc(-c2nc3ccccc3c(=O)n2-c2c(C)n(C)n(-c3ccccc3)c2=O)cc1,15%,.,-5%,-5%,6%,4%,-7%,-19%,-12%[58.9 µM]
CCc1cc(C(=O)NCc2ccccc2)no1,.,3%[59 µM],-4%,-25%,1%,8%,-11%,-1%,16%
COCC1CCN(C(=O)C2CCC(=O)N(Cc3cccc(F)c3)C2)CC1 (stereo not given),-3%,25%,-2%,-1%,11%,4%,-14%,-16%,19%
O=C(CN(Cc1ccccc1)S(=O)(=O)c1cccc(C(F)(F)F)c1)NC1CCCCC1,-3%,-6%,-5%,0%,-1%,-1%,-2%,-28%,33%[activator]
O=C(COC(=O)c1ccc(F)cc1Cl)NC1CCS(=O)(=O)C1 (stereo not given),17%,15%[2.33 µM],.,-1%,.,10%,5%,-2%,19%
CC(NC(=O)C1CCCCC1)C(c1cccs1)N1CCN(C)CC1 (stereo not given),?,-3%[59 µM],2%,1%,-18%,3%,-4%,-9%,1%
Cc1occc1C(=O)N1CCN(c2ccccc2)CC1,18%,-13%,-12%,8%,39%,-7%,-26%,-2%,19%
Cc1n[nH]c(C)c1S(=O)(=O)N(CC(=O)NC(C)c1ccccc1)c1ccc(C(C)C)cc1 (stereo not given),.,0%[59 µM],-5%,-4%,?,.,-20%,-18%,14%
Cc1ccccc1NC(=O)NCCCN1CCN(C)CC1,-1%,12%,1%,13%,0%,8%,4%,-5%,17%
C[C@H](NC(=O)c1nc[nH]c1C(=O)N1CCNCC1)C(=O)OCc1ccccc1,27%,-7%[2.33 µM],.,-2%,.,56µM*,35µM*,-21%,?
COc1ccc(CCNS(=O)(=O)c2cccc([N+](=O)[O-])c2)cc1,20%,-5%,-5%,-15%,32%,?,-4%,-6%,12%
O=C1C=C(NCCc2cc(Br)c(O)c(Br)c2)C(=O)c2ncccc21,.,.,.,28µM*,.,.,28µM*,3.5µM*,3.2µM*
N#Cc1ccc(NC(=O)Cn2cnc(S(=O)(=O)N3CCCCC3)c2)cc1,-1%,-9%,-1%,0%,32%,-13%,-12%,7%,5%
COc1cc2c(cc1NC(=O)CN(C)Cc1nc3ccccc3c(=O)[nH]1)oc1ccccc12,-3%,10%[59 µM],-10%,-19%,-12%,.,-27%,0%,14%
CC(C)(C)c1ccc(Cn2nnc3c(=O)[nH]c(C4CCCN(C(=O)c5ccco5)C4)nc32)cc1 (stereo not given),58%[activator],?,-12%,-10%,-18%,?,?,-8%,?
Cc1ccc(-c2nc3n(n2)C(c2ccccc2C)C=C(c2ccc(Cl)cc2)N3)cc1 (stereo not given),.,-15%[59 µM],-8%,5%,-19%,-18%,?,-15%,2%
CCOC(=O)c1c(S(=O)(=O)N2CCCCC2C)c(C)n(C)c1C (stereo not given),14%,21%,1%,10%,-9%,-4%,-9%,-16%,48%[activator]
COc1ccccc1NC(=O)CN1C(=O)C(C)SC(C)C1=O (stereo not given),0%,10%,-1%,-8%,15%,-3%,-5%,-3%,40%[activator]

# Only APE1 inh, BAZ2B block and POLI inh, for two of the compounds above:
compound | APE1 inh | BAZ2B block | POLI inh
Cc1occc1C(=O)N1CCN(c2ccccc2)CC1 | 18% | -7% | 19%
Cc1n[nH]c(C)c1S(=O)(=O)N(CC(=O)NC(C)c1ccccc1)c1ccc(C(C)C)cc1 (stereo not given) | . | . | 14%

# Following part:
SMILES,APE1 inh,G9a inh,BLM inh,POLK inh,Pol beta inh,BAZ2B block,JMJD2A Tudor,POLH inh,POLI inh
CCOCCOCN(C#N)c1nc(OC)nc(N(C)C)n1,9%,3%[59 µM],-1%,-4%,10%,-2%,-11%,-5%,25%
COc1ccccc1-c1nc(SCC(=O)Nc2ccccc2F)n[nH]1,48%[activator],25%,1%,-9%,-1%,-5%,2%,-8%,-5%
Cc1ccc(N(C(=O)C2CCCC2)C2C=CS(=O)(=O)C2)cc1 (stereo not given),0%,17%[59 µM],1%,-5%,0%,-5%,-10%,-2%,10%
COc1ccc(-c2coc3c(CN4CCCCC4C)c(O)ccc3c2=O)cc1 (stereo not given),-2%,12%,-1%,-5%,49%,4%,-2%,-8%,-1%
Cc1ccc2nc(SCC(=O)NCc3ccccc3Cl)nc(=O)n2c1,6%,25%[2.33 µM],.,-16%,.,7%,-9%,-18%,7%
Cc1ccc(CN2C(=O)CSc3ccc(C(=O)NCCN4CCOCC4)cc32)cc1,-1%,16%[59 µM],-4%,-13%,10%,4%,-19%,-13%,10%
COc1ccc(CNC(=O)CN(C(=O)CCC(=O)Nc2ccccn2)c2ccc3c(c2)OCO3)cc1,32%,-8%,-2%,-17%,0%,-23%,-19%,-7%,43%[activator]
CN(CC(=O)NCc1ccco1)S(=O)(=O)c1ccc(F)cc1,-12%,-4%,-2%,-7%,52%,1%,-9%,2%,28%
O=C(Nc1ccc(F)cc1)c1cccc2c1C(=O)N(CC1CCCO1)C2 (stereo not given),7%,.,-8%,-7%,7%,6%,-28%,-10%,-6%
Cc1ccc(NS(=O)(=O)c2cc(-c3cc(C)no3)ccc2C(C)C)nc1,3%,-21%,-9%,9%,2%,-32%,-9%,4%,13%
O=C(COc1ccccc1)NS(=O)(=O)c1ccccc1,35%,3.5µM*,-3%,-10%,29%,-16%,-6%,-15%,0%
CCOC(=O)C1=C(C)OC(N)=C(C#N)C1c1c(C)nn(-c2ccccc2)c1Cl (stereo not given),-3%,?,2%,1%,-1%,-11%,?,-21%,-20%
CCOC(=O)N1CCc2c(sc3nc4n(c(=O)c23)N=C(C)CS4)C1,-10%,?,-2%,-4%,0%,-37%,-12%,-6%,6%
Cc1onc(-c2ccccc2Cl)c1C(=O)N1CCCC1,75%,5%,2%,10%,-8%,-13%,-4%,-15%,40%[activator]
O=C(OCCCOC(=O)c1ccccc1O)c1ccccc1O,15%,.,-7%,.,18%,334%[activator],.,.,.
CCC(=O)c1ccc(OCC(=O)OC(C)C(=O)Nc2c(C)n(C)n(-c3ccccc3)c2=O)cc1 (stereo not given),.,.,.,7%,.,.,-18%,-7%,-15%
O=C(c1ccc(S(=O)(=O)N2CCCC2)cc1)N1CCN(c2ccccc2F)CC1,16%,-24%,-3%,-1%,30%,-17%,0%,-8%,1%
CCCCOc1ccc(S(=O)(=O)NCc2csc(C)n2)cc1,5%,-8%[59 µM],1%,-4%,7%,-2%,-17%,-3%,8%
O=C(Nc1ccc(N2CCOCC2)cc1)C1CC(=O)N(c2ccc(F)cc2)C1 (stereo not given),2%,1%,-2%,-1%,-9%,-3%,-15%,-14%,32%
O=C(Nc1ccncc1)c1cccc(F)c1,-1%,-4%[12.7 µM],0%,-7%,11%,4%,-2%,2%,-7%
Cc1occc1C(=O)NNC(=S)Nc1ccccc1,2%,?,-4%,-6%,-5%,4%,-11%,-10%,6%

# Whole records as entered above:
# Cc1onc(-c2ccccc2Cl)c1C(=O)N1CCCC1 is listed with APE1 inh: 75%; G9a inh: 5%; BLM inh: 2%; POLK inh: 10%; Pol beta inh: -8%; BAZ2B block: -13%; JMJD2A Tudor: -4%; POLH inh: -15%; POLI inh: 40%[activator]
# O=C(Nc1ccc(N2CCOCC2)cc1)C1CC(=O)N(c2ccc(F)cc2)C1 (stereo not given) is listed with APE1 inh: 2%; G9a inh: 1%; BLM inh: -2%; POLK inh: -1%; Pol beta inh: -9%; BAZ2B block: -3%; JMJD2A Tudor: -15%; POLH inh: -14%; POLI inh: 32%

# Structural class, the entries above containing bromine.
SMILES,APE1 inh,G9a inh,BLM inh,POLK inh,Pol beta inh,BAZ2B block,JMJD2A Tudor,POLH inh,POLI inh
Oc1ccc(Br)cc1C=Nc1ccc2c3c(cccc13)CC2,4%,?,-3%,-3%,0%,?,-29%,1%,4%
O=C1C=C(NCCc2cc(Br)c(O)c(Br)c2)C(=O)c2ncccc21,.,.,.,28µM*,.,.,28µM*,3.5µM*,3.2µM*
